# Assay outcomes: PubChem BioAssay, National Center for Advancing Translational Sciences (NCATS)
# GPT2 inhibitor = Primary qHTS assay for inhibitors of Glutamate pyruvate transaminase 2 (GPT2) | Alanine aminotransferase 2 (Homo sapiens), Q8TD30 | actives 0.25% (n = 100,000) | AID 1671188, 2021 | Recombinant GPT2, coupled pyruvate oxidase/HRP Amplex Red fluorescence | Potency, µM (highest dose often 57.7 µM), without a hit: at the top dose activity change, negative = inhibition, hits mostly inhibitors; note: potency is the fitted concentration of half-maximal effect; nearly all actives have a fitted effect of over 60% in size; many of its hits are not listed in these tables
# Target sequence (Q8TD30 whole entry, looked up): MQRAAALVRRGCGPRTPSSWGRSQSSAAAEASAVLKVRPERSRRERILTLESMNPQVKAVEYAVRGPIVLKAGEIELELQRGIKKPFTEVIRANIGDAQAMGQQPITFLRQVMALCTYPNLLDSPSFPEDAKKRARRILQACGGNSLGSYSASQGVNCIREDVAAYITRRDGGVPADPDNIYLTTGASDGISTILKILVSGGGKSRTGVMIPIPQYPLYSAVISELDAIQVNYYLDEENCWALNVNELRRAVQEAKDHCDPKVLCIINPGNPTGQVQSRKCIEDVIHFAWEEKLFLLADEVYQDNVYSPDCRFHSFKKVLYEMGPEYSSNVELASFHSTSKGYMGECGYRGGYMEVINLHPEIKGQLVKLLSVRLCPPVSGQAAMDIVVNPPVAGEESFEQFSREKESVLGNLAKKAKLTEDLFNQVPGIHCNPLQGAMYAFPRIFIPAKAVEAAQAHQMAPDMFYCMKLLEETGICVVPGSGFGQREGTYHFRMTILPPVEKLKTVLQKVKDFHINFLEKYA
#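 Recombinant GPT2 (10ng/uL) with 250uM a-KG and 2mM L-alanine, 30 min at room temperature, in HEPES pH 7.5 buffer. Pyruvate detected by pyruvate oxidase/HRP/Amplex Red fluorescence after 30 min in the dark; AOA (50uM) as positive control.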
# 3T3 cytotox = Cytotoxic Profiling in NIH 3T3 Cell Line of Diverse Libraries Using Quantitative High-Throughput Screening; Potency, µM (highest dose often 96.7 µM), inactives show at the highest dose activity change, negative = cytotoxicity, hits mostly inhibitors; actives 4.3% (n = 94,000); AID 1345082, 2018; NIH 3T3 viability, CellTiter-Glo ATP luminescence, 48-72 h; note: potency is the fitted concentration of half-maximal effect; nearly all actives have a fitted effect of over 55% in size
#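 ATP-dependent luminescence (CellTiter-Glo) served as the viability signal for NIH 3T3 cells treated with compound for 48 or 72 hr at 37 °C.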
# SNCA expr inhib = Primary qHTS assay for inhibitors of alpha-synuclein gene (SNCA) expression; HEK-293 SNCA-luciferase knock-in, luminescence, 24 h; Potency, µM (series often up to 57.2 µM), inactives show at the highest dose activity change, negative = inhibition, actives largely listed as inhibitors; actives 0.17% (n = 140,000); AID 1671194, 2021;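 note: potency is the fitted concentration of half-maximal effect; plate controls were DMSO cells for no effect and cell-free wells for full effect; nearly all actives have a fitted effect of over 45% in size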
# HEK cytotox = Cytotoxic Profiling in HEK 293 Cell Line of Diverse Libraries Using Quantitative High-Throughput Screening | actives 6.6% (n = 94,000) | AID 1345083, 2018 | HEK 293 viability, ATP luminescence (CellTiter-Glo), 48-72 h | Potency, µM (doses to about 115 µM), inactives show at the highest dose activity change, negative = cytotoxicity, most hits filed as inhibitors; note: potency is the fitted concentration of half-maximal effect; nearly all actives have a fitted effect of over 60% in size
#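 HEK 293 cells at 250 cells/well were exposed to compounds by pintool transfer for 48 or 72 hr at 37 degree Celsius, 5% CO2. Viability was read as ATP-coupled luminescence with CellTiter-Glo after 10 min at room temperature.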
# IP6K1 inhibitor = Primary qHTS assay for small molecule inhibitors of Inositol hexaphosphate kinase 1 (IP6K1); IP6K1 kinase, ADP-Glo luminescence, 2 h; stronger effect = lower value; Inositol hexakisphosphate kinase 1 (Homo sapiens), Q92551; actives 0.81% (n = 140,000); AID 1645851, 2021; activity change, % (series mostly up to about 58 µM); in the data active = activity change below about -25%
# Target sequence (Q92551 whole entry, looked up): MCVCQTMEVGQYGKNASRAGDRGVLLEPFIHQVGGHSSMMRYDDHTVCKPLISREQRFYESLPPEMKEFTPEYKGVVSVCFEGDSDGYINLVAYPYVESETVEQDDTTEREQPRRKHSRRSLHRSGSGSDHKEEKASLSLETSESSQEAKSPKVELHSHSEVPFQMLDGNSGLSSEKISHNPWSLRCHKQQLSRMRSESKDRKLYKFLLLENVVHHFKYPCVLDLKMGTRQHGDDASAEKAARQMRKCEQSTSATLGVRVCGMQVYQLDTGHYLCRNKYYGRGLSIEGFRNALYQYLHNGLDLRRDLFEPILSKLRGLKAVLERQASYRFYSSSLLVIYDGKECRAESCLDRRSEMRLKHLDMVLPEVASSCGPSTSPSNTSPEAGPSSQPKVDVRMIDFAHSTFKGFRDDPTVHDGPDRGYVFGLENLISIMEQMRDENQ
#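 ADP-Glo luminescence measures ADP made by human IP6K1 during a 2 h RT reaction with ATP/IP6 (mix at 1.3 mM/130 uM); top library doses 57.5 and 19.1 uM final.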
# FLuc inh = Firefly luciferase inhibition profiling of diverse chemical library using quantitative high-throughput screening; Luciferin 4-monooxygenase (Photinus pyralis), P08659; purified P. pyralis luciferase, luminescence, biochemical; Potency, µM (doses to about 115 µM), inactives show top-dose activity change, negative = inhibition, usual class: inhibitors; actives 2.5% (n = 76,000); note: potency is the fitted concentration of half-maximal effect; nearly all actives have a fitted effect of over 65% in size
#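 Purified 10nM P. pyralis luciferase with 10uM D-luciferin and 10uM ATP in 50mM Tris acetate pH 7.5, 10mM Mg acetate, 0.01% Tween-20, 0.05% BSA. qHTS titration; luminescence read by CCD imager.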
# HEK293 viab = GF-AFC viability counterscreen for inhibitors of alpha-synuclein gene (SNCA) expression. actives 0.12% (n = 150,000). HEK-293-SNCA-luc viability, GF-AFC fluorescence, 24 h. Potency, µM (titrated, usually from 57.1 µM), inactives show at the top dose activity change, negative = cytotoxicity, usual class: cytotoxic;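 note: potency is the fitted concentration of half-maximal effect; 0% = DMSO-treated cells and -100% = medium-only wells without cells; nearly all actives have a fitted effect of over 30% in size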
#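 Cytotoxicity counterscreen: after 24 h compound treatment of genome-edited SNCA-luciferase HEK-293 cells, live-cell protease substrate GF-AFC read by fluorescence after 30 min; activity scaled between DMSO (0%) and medium-only (-100%), curves Hill-fitted.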
# * = called active by the depositor; i = inactive; ? = inconclusive; . = no result given; [ ] = remark or other dose. Unless noted, calls come from the whole dose curve; as a rule, active = well fitted curve in the direction sought with a large enough effect; inconclusive = small, poorly fitted or top-dose-only effect, or another doubt; inactive = no such curve, though single readings can be large; an effect the other way counts as inactive or inconclusive. Unless noted, % is set by controls: 0 for no effect and ±100 for the full control effect.
no. | Molecule | IP6K1 inhibitor | 3T3 cytotox | FLuc inh | HEK cytotox | SNCA expr inhib | GPT2 inhibitor | HEK293 viab
1 | OCc1ccc(CN[C@H]2[C@H](O)[C@@H](N3CCC(Cc4ccccc4)CC3)[C@@H]3OC[C@H]2O3)o1 | 13 | -10%[138 µM] | 3%[172 µM] | -16%[172 µM] | 8%[87.6 µM] | -6%[88.5 µM] | -6%[87.6 µM]
2 | FC(F)(F)c1cccc(-c2noc(-c3ccc(NCCN4CCOCC4)nc3)n2)c1 | 14 | ? | ? | 11µM* | ? | i[11.5 µM] | -25%
3 | CC1=NS(=O)(=O)N(C)C=C1C(=O)OCc1nc(Cc2ccc(C)cc2)no1 | 5 | -22% | 0% | -27% | -10% | i | 9%
4 | O=C(COc1cccc(-c2nnc3n2CCCC3)c1)NCc1ccccc1 | -1 | -33% | -9% | -24% | 7% | i | 6%
5 | C/C=C(\C)C(=O)OC1C[C@@]2(COC(C)=O)O[C@H]2/C=C\[C@@]2(C)O[C@@H]2[C@H]2OC(=O)C(COC(C)=O)=C12 (some centres undefined) | 3 | . | . | . | . | i | -25%[23.9 µM]
6 | O=C(CN1CC2CC(C1)[C@H]1CCCC(=O)N1C2)N1CCCCCC1 (some centres undefined) | 27 | -12% | 0% | -9% | 11% | i | -4%
7 | CCNC(=O)N[C@H]1C[C@@H](c2nc(-c3ccc(OC(F)(F)F)cc3)no2)N(C)C1 | 0 | -13%[174 µM] | ? | ? | 91%[activator][87.6 µM] | i | -3%[87.6 µM]
8 | Cc1nn(CC(=O)N2CCC3(CCCN(C)CC3)CC2)c(=O)c2ccccc12 | -1 | i | -5% | 1% | -15% | i | -9%
9 | Cc1cccn2c(=O)cc(COc3ccc(NC(=O)COc4ccc(F)cc4)cc3)nc12 | 4 | . | . | . | -5% | . | -2%
10 | CNC(=O)[C@@H]1C[C@H](Oc2ccccc2)CN1C(=O)C1CCC1 | -1 | i | -2% | -5% | -2% | -17% | 12%
11 | Cc1ccc(CNc2oc(-c3ccc(COc4ccc(C)cc4)o3)nc2C#N)cc1 | 3 | . | . | . | 0% | . | 2%
12 | COc1cccc(NC(=O)Cn2c(=O)n(CCc3cccc(C)c3)c(=O)c3ccccc32)c1 | 5 | . | . | . | ? | . | -19%
13 | CCOC(=O)C1CCN(C(=O)c2ccc3c(=O)n4nc(Nc5ccccc5)sc4nc3c2)CC1 | -10 | . | . | . | -9% | . | 4%
14 | CC(=O)NC1(C)CN(Cc2ccc(-c3cccc(C(F)(F)F)c3)nc2)C1 | -5 | ? | -21%[172 µM] | ? | 81%[activator][87.6 µM] | -1%[88.5 µM] | -2%[87.6 µM]
15 | COC(=O)[C@H](NC(=O)[C@@H]1[C@@H](NC(=O)Nc2ccc(F)cc2F)CCN1C(=O)c1cccn1C)C(C)C | 18 | -17% | -2% | -19% | 5% | ? | -3%
16 | CSCc1nc(-c2ccncc2)nn1Cc1ccc2c(c1)OCO2 | -1 | ? | 4.5µM* | ? | 142%[activator] | -13% | -3%

# Ordered by molecular weight (low to high): some entries from above
no. | Molecule | IP6K1 inhibitor | 3T3 cytotox | FLuc inh | HEK cytotox | SNCA expr inhib | GPT2 inhibitor | HEK293 viab
10 | CNC(=O)[C@@H]1C[C@H](Oc2ccccc2)CN1C(=O)C1CCC1 | -1 | i | -2% | -5% | -2% | -17% | 12%
6 | O=C(CN1CC2CC(C1)[C@H]1CCCC(=O)N1C2)N1CCCCCC1 (some centres undefined) | 27 | -12% | 0% | -9% | 11% | i | -4%
16 | CSCc1nc(-c2ccncc2)nn1Cc1ccc2c(c1)OCO2 | -1 | ? | 4.5µM* | ? | 142%[activator] | -13% | -3%
4 | O=C(COc1cccc(-c2nnc3n2CCCC3)c1)NCc1ccccc1 | -1 | -33% | -9% | -24% | 7% | i | 6%
14 | CC(=O)NC1(C)CN(Cc2ccc(-c3cccc(C(F)(F)F)c3)nc2)C1 | -5 | ? | -21%[172 µM] | ? | 81%[activator][87.6 µM] | -1%[88.5 µM] | -2%[87.6 µM]
8 | Cc1nn(CC(=O)N2CCC3(CCCN(C)CC3)CC2)c(=O)c2ccccc12 | -1 | i | -5% | 1% | -15% | i | -9%
3 | CC1=NS(=O)(=O)N(C)C=C1C(=O)OCc1nc(Cc2ccc(C)cc2)no1 | 5 | -22% | 0% | -27% | -10% | i | 9%
11 | Cc1ccc(CNc2oc(-c3ccc(COc4ccc(C)cc4)o3)nc2C#N)cc1 | 3 | . | . | . | 0% | . | 2%
2 | FC(F)(F)c1cccc(-c2noc(-c3ccc(NCCN4CCOCC4)nc3)n2)c1 | 14 | ? | ? | 11µM* | ? | i[11.5 µM] | -25%
9 | Cc1cccn2c(=O)cc(COc3ccc(NC(=O)COc4ccc(F)cc4)cc3)nc12 | 4 | . | . | . | -5% | . | -2%
12 | COc1cccc(NC(=O)Cn2c(=O)n(CCc3cccc(C)c3)c(=O)c3ccccc32)c1 | 5 | . | . | . | ? | . | -19%
5 | C/C=C(\C)C(=O)OC1C[C@@]2(COC(C)=O)O[C@H]2/C=C\[C@@]2(C)O[C@@H]2[C@H]2OC(=O)C(COC(C)=O)=C12 (some centres undefined) | 3 | . | . | . | . | i | -25%[23.9 µM]
13 | CCOC(=O)C1CCN(C(=O)c2ccc3c(=O)n4nc(Nc5ccccc5)sc4nc3c2)CC1 | -10 | . | . | . | -9% | . | 4%
15 | COC(=O)[C@H](NC(=O)[C@@H]1[C@@H](NC(=O)Nc2ccc(F)cc2F)CCN1C(=O)c1cccn1C)C(C)C | 18 | -17% | -2% | -19% | 5% | ? | -3%

# Remaining list, next part
no. | Molecule | IP6K1 inhibitor | 3T3 cytotox | FLuc inh | HEK cytotox | SNCA expr inhib | GPT2 inhibitor | HEK293 viab
17 | COc1ccc(CN[C@@H]2CCC[C@@H](C(=O)N3CCN(C)CC3)CC(=O)N(C)C2)cc1 | 7 | -2%[138 µM] | 2%[172 µM] | 0%[172 µM] | -5%[87.6 µM] | -6%[88.5 µM] | 2%[87.6 µM]
18 | O=C(NC1CC1)[C@@H]1C[C@H](Oc2ccccc2)CN1C(=O)CC1CCCC1 | 0 | -19% | 3% | ? | 30% | i | 5%
19 | CC(C)(C)C1CCC2(CC1)NC(=O)N(CC(=O)NC1CCc3ccccc31)C2=O (centres undefined) | -17 | ? | 0% | -26% | -16% | 1% | -1%
20 | COc1ccc(-c2nnc3n2CCN([S+](C)(=O)[O-])C3)cc1 | 4 | -12%[138 µM] | -5%[172 µM] | -14%[172 µM] | 5%[87.6 µM] | 5%[88.5 µM] | 10%[87.6 µM]
21 | CSc1cccc(NC(=O)Cn2nc3c(cc2=O)CCCCC3)c1 | 10 | ? | ? | ? | 30% | -7% | ?
22 | O=C(NCc1ccc(F)cc1)C(=O)Nc1ccc2nc3n(c(=O)c2c1)CCCCC3 | -3 | . | . | . | 0% | . | -1%
23 | CC(C)[C@@H](N)C(=O)N[C@@H]1C=C(C(=O)N[C@@H](CCS(C)(=O)=O)C(N)=O)C[C@@H](O)[C@@H]1O | 10 | -12%[174 µM] | -10%[172 µM] | -8%[172 µM] | 26%[87.6 µM] | i | 2%[87.6 µM]
24 | O=C(c1ccccc1)c1ccc2nc(N3CCN(c4ccc(F)cc4)CC3)c3nncn3c2c1 | 27 | . | . | . | 2% | . | 5%
25 | CC(C)NC(=O)N1CCC2(CC1)CN(C(=O)CCCN)Cc1ccccc1O2 | 14 | -8% | . | i | 26% | 0% | -2%
26 | COc1cccc(C(=O)N2CCC3(CC2)CC(c2cccc(C(F)(F)F)c2)=NO3)c1 | 6 | ? | . | 45µM* | . | . | .
27 | CN(C)C[C@@H]1CN(Cc2ccncc2)C[C@H]1N | 2 | 4% | -6% | 0% | -8% | -13% | -4%
28 | COc1ccc(Cn2ccnc2SCC(=O)Nc2ccc3c(c2)OCO3)cc1 | -10 | . | . | . | 22% | . | -15%
29 | Cc1ccc(CN2CCCC23Cc2ccccc2CNC3=O)cc1 (centres undefined) | -11 | ? | . | ? | -12% | i | -8%
30 | O=C(N[C@@H](Cn1cc(Br)c(=O)[nH]c1=O)C(=O)O)C1CCC1 | 11 | 0%[138 µM] | 1%[172 µM] | i | 2%[87.6 µM] | -8%[88.5 µM] | 8%[87.6 µM]
31 | Cc1ccc2c(n1)N(C)[C@H](CO)CCN(Cc1ccc(C(F)(F)F)cc1)C2 | -8 | 63µM* | -12%[172 µM] | 35µM* | ? | i | ?
32 | CCc1ccccc1NS(=O)(=O)c1ccc2c(c1)CCCN2C(=O)C1CCC1 | -7 | . | . | . | -13% | . | 7%
33 | COc1cccc(CNC(=O)c2ccc3oc(-c4cccnc4)nc3c2)c1 | 12 | ? | . | ? | 31%[activator] | -18% | 9%
34 | CC1(CNc2ccccc2)COc2ccc(C(=O)N3CC(O)C3)cc2N1 (centres undefined) | -8 | ? | -1%[172 µM] | ? | ? | i | 4%[87.6 µM]

# A portion of the library; rates above refer to the full screens.
